OX1R antag-1: blocks the human orexin 1 receptor. O43613. CHO/OX1R cells, Fluo-8 calcium fluorescence, orexin A. inhibition, % at 5 µM. hit rate 0.43% among 330,000. AID 434989;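 active = inhibition above its plate's threshold, mean inhibition of all tested compounds on the plate plus 3 SD, cut at about 37% in these data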;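 note: 0% = orexin A challenge wells and 100% = SB-334867-A antagonist wells; not every result past the cut was called active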
Target sequence (O43613 whole entry, looked up): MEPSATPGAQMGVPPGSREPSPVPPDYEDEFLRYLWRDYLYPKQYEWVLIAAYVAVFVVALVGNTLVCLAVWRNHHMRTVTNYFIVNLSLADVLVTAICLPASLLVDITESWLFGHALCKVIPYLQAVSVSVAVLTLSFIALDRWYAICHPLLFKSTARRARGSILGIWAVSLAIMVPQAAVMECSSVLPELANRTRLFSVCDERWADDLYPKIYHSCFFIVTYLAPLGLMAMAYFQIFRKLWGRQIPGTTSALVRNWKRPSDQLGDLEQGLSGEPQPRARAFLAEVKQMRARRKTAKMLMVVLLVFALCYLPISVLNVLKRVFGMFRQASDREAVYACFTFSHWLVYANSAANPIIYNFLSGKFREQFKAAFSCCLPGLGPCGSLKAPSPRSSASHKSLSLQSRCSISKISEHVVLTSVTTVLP
CHT allo act: allosteric activators of human choline transporter CHT | AID 488977 | B-score at 10 µM | Q9GZV3 | CHT-expressing cells, membrane potential dye, choline EC20; stronger effect = higher value; LV-AA mutant CHT in HEK293 cells | hit rate 0.49% among 310,000;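 active = initial fluorescence not abnormally high and integrated response B-score, plate-corrected, over 3 SD above library mean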
Target sequence (Q9GZV3 whole entry, looked up): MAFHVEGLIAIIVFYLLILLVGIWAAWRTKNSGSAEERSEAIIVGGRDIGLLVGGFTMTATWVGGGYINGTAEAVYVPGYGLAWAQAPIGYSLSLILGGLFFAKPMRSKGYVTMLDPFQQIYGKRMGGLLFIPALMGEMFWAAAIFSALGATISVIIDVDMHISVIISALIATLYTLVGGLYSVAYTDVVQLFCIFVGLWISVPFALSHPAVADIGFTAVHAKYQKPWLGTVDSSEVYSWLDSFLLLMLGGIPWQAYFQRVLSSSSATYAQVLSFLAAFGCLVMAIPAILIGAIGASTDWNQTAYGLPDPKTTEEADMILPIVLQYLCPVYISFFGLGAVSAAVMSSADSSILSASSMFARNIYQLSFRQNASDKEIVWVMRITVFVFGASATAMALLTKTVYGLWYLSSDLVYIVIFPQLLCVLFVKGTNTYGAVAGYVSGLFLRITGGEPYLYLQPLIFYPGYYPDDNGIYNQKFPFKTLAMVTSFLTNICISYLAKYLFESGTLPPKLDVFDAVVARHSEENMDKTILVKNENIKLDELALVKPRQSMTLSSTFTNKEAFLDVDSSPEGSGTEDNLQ
OX1R antag-2: blocks the human orexin 1 receptor. AID 485270. hit rate 1.8% among 330,000. OX1R-expressing cells, FRET antagonist read-out. O43613. inhibition, % at 6.6 µM; in the data active = inhibition mostly above about 38%, no sharp cut-off; inactive = mostly below about 40%;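 note: 0% = agonist challenge alone and 100% = reference antagonist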
Active calls of the source: *; i = inactive; · = not tested or not shown. Hits appear at their usual frequency; 2.5% or so of the library scored in one or more.

Every second line gives: OX1R antag-1, CHT allo act, OX1R antag-2
1: NC(=O)COC(=O)c1cc(=O)[nH]c2ccccc12
 : -15.3, i, 25.4
2: CCOC(=O)C1CCN(c2cc(=O)n(-c3ccccc3Cl)c(=O)[nH]2)CC1
 : -20.9, i, 8.4
3: Cc1cc(NC(=O)CSc2nc(-c3cccnc3)ccc2C#N)no1
 : -25.8, i, 30.8
4: Cc1cccc(C(C(=O)NC2CCCCC2)N(C(=O)c2csnn2)C2CC2)c1 (centres undefined)
 : -14.7, i, 22.7
5: CC(C)NC(=O)CCN1C(=O)c2ccccc2Sc2ncccc21
 : -13.8, i, 1.6
6: CC(=O)c1cc(C(=O)N2CCc3c([nH]c4ccccc34)C2CC(C)C)[nH]n1 (centres undefined)
 : -34.2, i, 6.0
7: CCOc1ccc(NC(=O)c2cccc3c2C(=O)N(CCOC)C3)cc1
 : -16.6, i, 15.4
8: CCOCCCNCc1ccc(Cl)cc1
 : -0.1, i, 19.4
9: O=C(O)c1cnn2c(-c3ccc(F)cc3)ccnc12
 : 1.0, i, 23.6
10: O=C(/C=C/c1ccco1)N(Cc1cccc(Cl)c1)C1CCS(=O)(=O)C1 (centres undefined)
 : -13.7, i, -0.5
11: CCCc1ccc(-c2ccc(-c3noc(-c4ccncc4)n3)cc2)nc1
 : -3.4, i, 12.0
12: O=C(NCc1ccc2c(c1)OCO2)c1cnc2n(c1=O)CCS2
 : -27.8, i, 7.6
13: Cc1ccc(NC(=O)N2CCC(C(=O)Nc3ccc(C)cc3C)CC2)cc1
 : -17.1, i, 11.1
14: CN(C)CCCN(C(=O)c1ccc(S(=O)(=O)N2CCOCC2)cc1)c1nc2ccc(F)cc2s1
 : -7.2, i, -2.0
15: O=C(Nc1cccnc1)c1ccccc1-c1nc(-c2ccccc2F)no1
 : -20.8, i, 1.1
16: COc1ccc(CNCCCC(=O)Nc2c(Cl)ccc(C)c2Cl)cc1OC
 : -19.4, i, 20.2
17: Cn1c(C2CCCN2C(=O)OC(C)(C)C)n[nH]c1=S (centres undefined)
 : -8.3, i, 21.5
18: CCN(C(=O)COC(=O)c1cc(S(=O)(=O)N2CCOCC2)ccc1F)C1CCS(=O)(=O)C1 (centres undefined)
 : 1.6, i, 7.8
19: Cc1ccccc1C(=O)Nc1cc(S(=O)(=O)N2CCCCC2)ccc1N1CCN(C)CC1
 : -0.7, i, 8.1
20: CCNC(=O)CN1C(=O)NC2(CCOc3ccccc32)C1=O (centres undefined)
 : -11.4, i, 9.7

Carrying on:
Every second line gives: OX1R antag-1, CHT allo act, OX1R antag-2
21: O=C(Nc1nc2ccccc2[nH]1)Nc1ccccc1F
 : -6.1, i, 23.1
22: CCOc1ccc(C(=O)NNC(=O)C2CC(=O)N(c3ccc(C)cc3)C2)cc1 (centres undefined)
 : -37.9, i, 12.8
23: Cc1ccc(SCC(=O)NNC(=O)CCS(=O)(=O)c2ccccc2)cc1
 : -17.2, ·, 9.1
24: CSc1ccccc1NC(=O)CN(C)CC(=O)Nc1c(F)cccc1F
 : -2.5, i, 34.5
25: COc1cc(COc2ccc3c(C)c(Cc4ccccc4)c(=O)oc3c2)cc(OC)c1OC
 : -25.4, i, 22.2
26: NS(=O)(=O)c1cccn1-c1ncc(C(F)(F)F)cc1Cl
 : -21.3, i, 29.2
27: COc1ccc(NC(=O)NN2CCOCC2)cc1OC
 : -11.2, i, 9.1
28: COc1cc(OC)cc(C(=O)Nc2ncn[nH]2)c1
 : -15.4, ·, -1.8
29: CCCCCCCCCCCCCCCC[n+]1ccc(C(N)=O)cc1
 : 78.4*, i, 21.4
30: CC(=O)Nc1ccc(C(=O)CS(=O)(=O)c2ccc(C)cc2)cc1
 : -3.7, i, 29.1
31: COc1ccc(OC)c(NC(=O)CCN2CC(C)OC(C)C2)c1 (centres undefined)
 : -8.9, i, 6.2
32: COc1cc(C(=O)Nc2ccc(Cl)c([N+](=O)[O-])c2)cc(OC)c1OC
 : -19.6, i, 18.3
33: CCN1CCN(CC(=O)N2N=C(c3cccs3)CC2c2ccc(OC)c(OC)c2)C(=O)C1=O (centres undefined)
 : -7.9, i, 10.8
34: COc1ccccc1CNC(=O)C1COc2ccccc2O1 (centres undefined)
 : -12.6, i, 10.8
35: CN1CCCN(Cc2ccccc2Br)CC1
 : 7.0, i, 13.3
36: COc1ccccc1N1CCN(c2ccc(S(=O)(=O)N3CCN(C)CC3)cn2)CC1
 : -15.3, ·, 4.8
37: CCC(=O)N1C(=O)CCN(C(C)=O)c2ccccc21
 : 1.8, i, 5.5
38: Cc1ccnc(NC(=O)CCC(=O)N(CC(=O)NC(C)(C)C)c2ccc3c(c2)OCO3)c1
 : -3.0, i, 15.3
39: CC(C)C(NC(=O)c1ccccc1)C(=O)NCc1ccccn1 (centres undefined)
 : -8.6, i, 15.3
40: Cc1cccc(OCC(=O)N(C)CC(=O)Nc2cccc(F)c2)c1C
 : -11.6, ·, -0.9

Later entries:
#	Compound	OX1R antag-1	CHT allo act	OX1R antag-2
41	CC(C)N(C(=O)COC(=O)c1cccnc1Cl)c1ccccc1	-14.9	·	10.5
42	O=C/C(=C\Nc1ccc(Cl)cn1)c1nc2ccccc2o1	-5.5	i	19.4
43	CCN1C(=O)[C@@H]2[C@@H](c3ccc(-c4ccc(OC)cc4)cc3)N3CCC[C@@]3(C(=O)OC)[C@@H]2C1=O	-19.8	i	14.3
44	CC1CCCc2sc3nc(NCc4ccco4)n4ncnc4c3c21 (centres undefined)	-30.1	i	35.3
45	COCCCNC(=O)COc1ccc(Br)cc1Cl	2.7	i	15.4
46	O=C(N1CCCCCC1)N1CCN(S(=O)(=O)N2CCOCC2)CC1	-4.1	i	5.3
47	COc1ccc(CCNC(=O)c2ccc3c(c2)OCCO3)cc1	-8.5	i	8.0
48	Cc1cccc(C)c1NC(=O)C1(N(Cc2ccco2)C(=O)CC2NC(=O)NC2=O)CCCCC1 (centres undefined)	-22.8	i	-4.7
49	Cn1cc(CN2CCCC(C(=O)c3cccs3)C2)c(-c2cccc(Cl)c2)n1 (centres undefined)	-25.6	i	5.5
50	CCOC(=O)N1CCC(NC(=O)c2cnn3cccnc23)CC1	-16.4	i	24.0
51	CSc1ccccc1C(=O)NCCCOC(C)C	1.4	i	8.8
52	O=C(CCc1ccccc1)Nc1ccc2ccccc2n1	-19.8	i	10.8
53	O=C(N/N=C/C=C/c1ccccc1[N+](=O)[O-])c1ccncc1	5.8	i	30.5
54	COc1ccc(N(CC(=O)Nc2ccc3c(c2)OCO3)S(=O)(=O)c2c(C)nn(C)c2C)cc1	-12.8	i	5.3
55	O=C(O)CCNC(=O)C12CC3CC(CC(C3)C1)C2	-0.4	i	-2.2
56	NC(=O)COC(=O)CCSc1ccc(Cl)cc1	-3.7	i	0.8
57	O=c1[nH]c2cc3c(cc2cc1C(c1nnnn1Cc1ccccc1)N1CCCc2ccccc21)OCO3 (centres undefined)	-1.1	i	6.7
58	Cc1ccc2[nH]c3c(c2c1)CN(C(=O)CN1CCN(c2cccc(C)c2C)CC1)CC3	-18.4	i	2.4
59	Cc1nc2ccccc2n1C1CCN(CC(=O)NCc2ccc(F)cc2)CC1	-27.1	i	30.6
60	CNc1nc(-c2ccc3c(c2)CCN3C(=O)CC(C)(C)C)c(C)s1	-18.2	i	30.6

Taken from above.
OX1R antag-2, compound 15 → 1.1
OX1R antag-1, compound 50 → -16.4

Remaining list, next part
#	Compound	OX1R antag-1	CHT allo act	OX1R antag-2
61	CC1(C)C(=O)OC(/C=C\c2ccccc2)C(C)(C)C1=O (centres undefined)	-23.1	i	23.9
62	COCC(C)NS(=O)(=O)c1ccc(OC)cc1 (centres undefined)	-16.6	i	6.5
63	Cc1c(-c2nc(N)nc(Nc3ccccc3F)n2)oc2ccccc12	-4.7	i	38.8*
64	CCN(CC)S(=O)(=O)c1cccc(-c2nnc(SCC(N)=O)n2C)c1	-2.8	i	7.1
65	CCCCN(C(=O)c1[nH]c(C)c(C(C)=O)c1C)c1c(N)n(CCCC)c(=O)[nH]c1=O	-5.4	i	10.2
66	CCOc1ccc(NS(=O)(=O)c2ccc(C(=O)NCC(C)(C)N3CCOCC3)cc2)cc1	-6.9	i	4.6
67	CCCOC(=O)C1C2C=CC3(CN(c4ccc(Cl)c(F)c4)C(=O)C13)O2 (centres undefined)	-12.9	i	10.9
68	O=C(O)c1n[nH]c2c1CC(C1CCCCC1)CC2 (centres undefined)	2.4	i	23.3
69	COc1ccc(-n2c(-c3ccccc3)cc3c2CCCC3=O)cc1	-31.7	i	23.3
70	COc1ccccc1N1CCN(CCN2C(=O)CC3(CCCC3)CC2=O)CC1	-18.8	i	12.5
71	CC(=O)n1cc(/C=N/NC(=O)c2ccc([N+](=O)[O-])cc2)c2ccccc21	-16.3	i	16.6
72	COc1ccccc1NC(=O)CSc1nnc(CNC(=O)c2ccco2)n1C	-4.3	i	2.4
73	CCOC(=O)C[C@H]1c2ccccc2S(=O)(=O)N1Cc1cccc(C(F)(F)F)c1	-18.1	i	39.1
74	COc1ccccc1C1=NC(c2ccccc2)CN1c1ccccc1 (centres undefined)	-12.0	i	-9.4
75	COCCCNS(=O)(=O)c1ccc2[nH]c3c(c2c1)CCCCC3	5.2	i	-2.2
76	O=C(N/N=C/c1ccccc1OC(=O)c1ccc2c(c1)OCO2)c1ccccc1	-22.4	i	13.4
77	Cc1cc(C(=O)OCC(=O)NC(C)c2ccccc2)c(C)o1 (centres undefined)	-15.0	i	20.4
78	O=C(Nc1cccnc1)c1ccc(F)cc1	-2.9	i	15.8
79	Cc1onc(-c2ccccc2)c1C(=O)Nc1nnc(-c2ccncc2)s1	-11.2	i	7.2
80	O=C(CNC(=S)N(Cc1ccccc1F)C1CCCCC1)NCCN1CCOCC1	-26.4	i	-5.9

Compounds listed so far that contain bromine:
#	Compound	OX1R antag-1	CHT allo act	OX1R antag-2
35	CN1CCCN(Cc2ccccc2Br)CC1	7.0	i	13.3
45	COCCCNC(=O)COc1ccc(Br)cc1Cl	2.7	i	15.4

(further entries)
#	Compound	OX1R antag-1	CHT allo act	OX1R antag-2
81	Cc1cc(=O)c2ccc3ccccc3c2[nH]1	-13.3	i	4.9
82	CCC(CC)C(=O)NCCc1cc2c(C)ccc(C)c2[nH]c1=O	-0.9	i	8.2
83	Cc1ccc(-c2nnc(NC(=O)C3=COCCO3)o2)c(C)c1	-15.9	i	12.9
84	COc1ccc(C(=O)NNC(=S)Nc2ccccc2)cc1	5.8	i	23.7
85	O=C(NC1(C(F)(F)F)C(=O)Nc2c1c(=O)[nH]c(=O)n2Cc1ccco1)C1CCCCC1 (centres undefined)	1.5	i	7.0
86	COc1ncc(-c2ccc3c(c2)S(=O)(=O)c2cccc(C(=O)NCc4ccco4)c2C3=O)cn1	3.9	·	13.9
87	Cc1cc([N+](=O)[O-])ccc1NCc1ccco1	-4.3	i	10.3
88	CCc1nc2oc3ccccc3c(=O)c2c(=O)n1Cc1ccc(OC)cc1	-17.1	i	6.3
89	Cc1cc(N(C)Cc2ccccc2)nc(-c2ccccc2)n1	-30.4	i	25.7
90	CC12CCC(C(=O)N(c3ccccn3)c3ccccn3)(OC1=O)C2(C)C (centres undefined)	-13.0	i	7.4
91	CC(=O)Nc1cc(Cl)ccc1OS(=O)(=O)c1ccc(C)cc1	-19.2	i	36.4
92	Cc1cc(C)cc(NC(=O)CCc2nc3sc4c(c3c(=O)[nH]2)CCCC4)c1	-18.0	i	19.4
93	CCOC(=O)c1cc(NC(=O)CNCC(c2ccccc2)N(C)C)cc(C(=O)OCC)c1 (centres undefined)	3.9	i	-1.2
94	CCn1c(COc2ccccc2C)nnc1SCC(=O)N1CCC(C)CC1	-13.6	i	15.6
95	CCOC(=O)C1CCCN(C(=O)c2ccc3c(c2)N(C)C(=O)/C(=C/c2ccccc2Cl)S3)C1 (centres undefined)	-32.6	i	14.9
96	O=C(CSc1nc2ccccc2c(=O)[nH]1)Nc1ccc([N+](=O)[O-])cc1	-10.4	·	14.1
97	CCc1ccc(-c2nnn(Cc3nc4ccccc4s3)n2)cc1	-23.0	i	-0.6
98	Cc1ccccc1Oc1ncnc2sccc12	7.4	i	10.6
99	Oc1ccc(N=Nc2n[nH]c(-c3ccccc3)n2)cc1	-6.5	i	20.5
100	O=C(O)COc1ccc(/C=C/c2nc(-c3ccccc3O)n[nH]2)cc1	-21.4	i	-5.0
101	Cc1cccc(C)c1NC(=O)N1CCN(C2CCCCC2)CC1	4.8	i	-0.8
102	COc1ccc(/C=C(\NC(=O)c2ccccc2)C(=O)NNC(=O)CCN2CCOCC2)cc1	-11.8	i	3.6
103	O=C(Nc1ccccc1)N(c1ccccc1)C1C=CS(=O)(=O)C1 (centres undefined)	-12.7	i	0.8

Random excerpt: two compounds from above.
#	Compound	OX1R antag-1	CHT allo act	OX1R antag-2
86	COc1ncc(-c2ccc3c(c2)S(=O)(=O)c2cccc(C(=O)NCc4ccco4)c2C3=O)cn1	3.9	·	13.9
93	CCOC(=O)c1cc(NC(=O)CNCC(c2ccccc2)N(C)C)cc(C(=O)OCC)c1 (centres undefined)	3.9	i	-1.2

3 structures out of the list, sorted by SMILES length, high to low.
#	Compound	OX1R antag-1	CHT allo act	OX1R antag-2
6	CC(=O)c1cc(C(=O)N2CCc3c([nH]c4ccccc34)C2CC(C)C)[nH]n1 (centres undefined)	-34.2	i	6.0
88	CCc1nc2oc3ccccc3c(=O)c2c(=O)n1Cc1ccc(OC)cc1	-17.1	i	6.3
24	CSc1ccccc1NC(=O)CN(C)CC(=O)Nc1c(F)cccc1F	-2.5	i	34.5

From PubChem BioAssay
